Screening results deposited in PubChem by National Center for Advancing Translational Sciences (NCATS).
AmpC inh detg – blocks E. coli AmpC beta-lactamase in detergent assay; 0.041% of 370,000 active; AID 485294; AmpC hydrolysis of nitrocefin, absorbance 480 nm, 0.01% Triton; Potency, µM (titrated, usually from 114 µM), inactives show at the highest dose activity change, negative = inhibition, hits mostly inhibitors; P00811;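 further: potency means the concentration at half of the fitted maximal effect; 0% = no-compound wells and -100% = no-enzyme wells; nearly all actives have a fitted effect of over 25% in size; some results filed as inactive show a strong effect at the top dose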
Target sequence (P00811 whole entry, looked up): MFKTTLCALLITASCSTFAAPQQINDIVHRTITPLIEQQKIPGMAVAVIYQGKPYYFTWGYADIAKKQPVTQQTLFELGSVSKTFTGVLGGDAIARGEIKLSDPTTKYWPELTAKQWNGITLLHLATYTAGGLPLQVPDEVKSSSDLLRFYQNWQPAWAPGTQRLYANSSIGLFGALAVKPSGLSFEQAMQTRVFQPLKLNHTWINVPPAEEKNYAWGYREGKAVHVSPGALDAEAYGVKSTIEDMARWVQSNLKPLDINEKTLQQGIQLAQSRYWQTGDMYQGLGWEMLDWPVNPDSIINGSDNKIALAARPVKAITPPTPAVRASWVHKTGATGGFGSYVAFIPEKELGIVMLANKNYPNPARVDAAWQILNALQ
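20 mM phosphate pH 7.0 + 0.01% (detergent screen) or 0.0001% Triton X-100; 5.3 nM AmpC reagent; cpd preinc 15 min RT; nitrocefin (800 uM stock) to start; A480 q20 s × 4 min; Activity was normalised to no-enzyme and no-compound control wells.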
Tb PYK inh – blocks Trypanosoma brucei pyruvate kinase; TbPYK enzyme, Kinase-Glo Plus ATP luminescence, 45 min; Potency, µM (doses to about 76.8 µM), for inactives: at the highest dose activity, negative = inhibition, actives largely listed as inhibitors; 0.12% of 410,000 active; further: potency means the concentration at half of the fitted maximal effect; nearly all actives have a fitted effect of over 50% in size
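Quantitative HTS: titrated library compounds versus trypanosomal pyruvate kinase in TEA buffer (pH 7.2) containing KCl, MgCl2, BSA and Tween-20. Reactions were initiated with ADP, 130 uM final. Kinase-Glo Plus luminescence was read after 45 min at RT.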
HCMV antiviral – human cytomegalovirus inhibition | HFF cells, HCMV-luciferase reporter, 72 h; hits give low values | activity change, negative = inhibition, % at 57.5 µM | 4.5% of 410,000 active | AID 1259415; in the data active means activity change below about -60%; inconclusive means no clear call, values can overlap the other calls; inactive means above about -39%
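After 16 h attachment at 37C, HFF cells received test compound and HCMV-luciferase (1 PFU/cell); reporter luminescence read 72 h later, data normalized against buffer-only and known inhibitor Salinomycin.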
Sm TGR inh – S. mansoni TGR enzyme inhibition; purified TGR, DTNB reduction, TNB absorbance 405 nm; 3% of 360,000 active; Q962Y6; Potency, µM (series often up to 114 µM), for the others: at the top dose activity change, negative = inhibition, usual class: inhibitors; further: potency means the concentration at half of the fitted maximal effect; nearly all actives have a fitted effect of over 60% in size
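First, TGR (20 nM dispensed) and NADPH were mixed with compound. Second, a 15 min room-temperature incubation followed. Third, further NADPH and then DTNB were added to start the reaction. Finally, TNB absorbance was monitored kinetically.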
LmPK inh – blocks Leishmania mexicana pyruvate kinase activity | Q27686 | purified LmPK, Kinase-Glo ATP luminescence, 1 h | Potency, µM (series often up to 57.5 µM), without a hit: at the top dose activity change, negative = inhibition, actives largely listed as inhibitors | 0.37% of 290,000 active; further: potency means the concentration at half of the fitted maximal effect
Target sequence (Q27686 whole entry, looked up): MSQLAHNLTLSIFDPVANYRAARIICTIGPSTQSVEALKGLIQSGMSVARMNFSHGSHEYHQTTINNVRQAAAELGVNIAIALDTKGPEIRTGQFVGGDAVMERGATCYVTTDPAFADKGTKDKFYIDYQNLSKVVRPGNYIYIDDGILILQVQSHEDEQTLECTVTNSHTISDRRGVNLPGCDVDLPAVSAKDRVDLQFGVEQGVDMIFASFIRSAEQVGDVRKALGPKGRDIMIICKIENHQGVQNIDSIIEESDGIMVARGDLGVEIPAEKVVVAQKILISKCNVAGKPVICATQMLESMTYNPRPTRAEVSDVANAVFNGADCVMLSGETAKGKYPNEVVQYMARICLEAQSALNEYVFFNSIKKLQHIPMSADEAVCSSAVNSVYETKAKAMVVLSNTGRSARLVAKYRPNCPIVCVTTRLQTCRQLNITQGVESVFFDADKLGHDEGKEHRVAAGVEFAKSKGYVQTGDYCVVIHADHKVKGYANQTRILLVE
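Screened at intermediate enzyme activity to detect both inhibitors and activators: LmPK at 0.1 nM, with a 0.5 nM enzyme column as activation reference. PEP 0.5 mM, ADP 0.1 mM; ATP detected by luminescence after 1 h.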
AMA1 RON2 block – AMA1-RON2 (P. falciparum) interaction inhibition; 0.2% of 360,000 active; Potency, µM (highest dose often 58.2 µM), inactives show top-dose activity change, negative = inhibition, usual class: inhibitors; AlphaScreen AMA1-biotinylated RON2 peptide binding;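 further: potency means the concentration at half of the fitted maximal effect; 0% = vehicle wells and -100% = peptide control; nearly all actives have a fitted effect of over 45% in size; some results filed as inactive show a strong effect at the top dose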
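AMA1 (3D7) with his tag at 25 nM final met compounds first, then biotinylated RON2 peptide at 25 nM; detection used donor plus acceptor beads, 10 µg/mL apiece, read by AlphaScreen after 30 min at room temperature.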
AmpC inh no detg – blocks E. coli AmpC beta-lactamase in detergent-free assay; AmpC nitrocefin hydrolysis, absorbance 480 nm, 0.0001% Triton; Potency, µM (doses to about 57.1 µM), without a hit: top-dose activity change, negative = inhibition, actives largely listed as inhibitors; 0.52% of 330,000 active;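 further: potency means the concentration at half of the fitted maximal effect; plate controls were no compound for no effect and no enzyme for full effect; nearly all actives have a fitted effect of over 20% in size; some results filed as inactive show a strong effect at the top dose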
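20 mM phosphate pH 7.0 + 0.01% (detergent screen) or 0.0001% Triton X-100; 5.3 nM AmpC reagent; cpd preinc 15 min RT; nitrocefin (800 uM stock) to start; A480 q20 s × 4 min; Activity was normalised to no-enzyme and no-compound control wells.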
The depositor's hits bear a star; u = inconclusive; x = no result given; & = joins results of further samples; [ ] = dose if it differs, or a comment. Unless noted, the call rests on the fitted dose curve; in most records, active means well fitted curve in the direction sought with a large enough effect; inconclusive means small, poorly fitted or top-dose-only effect, or another doubt; inactive means no such curve, though single readings can be large; an effect the other way counts as inactive or inconclusive. Unless noted, on the % scale 0 is the no-effect control and ±100 the full control effect.

Start of the data: the first two entries, to show the layout:
SMILES | AmpC inh detg | Tb PYK inh | HCMV antiviral | Sm TGR inh | LmPK inh | AMA1 RON2 block | AmpC inh no detg
Cc1cccc(/C=N/n2c(-c3ccco3)n[nH]c2=S)c1 | -1.5% | u | 15.0 | -1.5% | 2.5% | 110.2%[activator] | -48.4%
Cc1cn2c(=O)cc(COC(=O)C(C)Oc3ccccc3)nc2s1 (centres undefined) | -5.9% | 1.0% | 12.1 | 2.3% | x | x | x

The list itself (from the top)
SMILES | AmpC inh detg | Tb PYK inh | HCMV antiviral | Sm TGR inh | LmPK inh | AMA1 RON2 block | AmpC inh no detg
Cc1cccc(/C=N/n2c(-c3ccco3)n[nH]c2=S)c1 | -1.5% | u | 15.0 | -1.5% | 2.5% | 110.2%[activator] | -48.4%
Cc1cn2c(=O)cc(COC(=O)C(C)Oc3ccccc3)nc2s1 (centres undefined) | -5.9% | 1.0% | 12.1 | 2.3% | x | x | x
COc1cccc(C=Nc2cccc3c(=O)[nH][nH]c(=O)c23)c1O | u | -13.1% | -18.5 | -2.0% | u | 94.7%[activator] | -9.7%
O=C(COC(=O)/C=C/c1ccccc1)NCc1cccs1 | 2.6% | -3.0% | 50.3 | 12.5% | x | -3.7% | -29.6%
CN(C)c1ccc(CNS(=O)(=O)c2csc(C(N)=O)c2)cc1 | -2.4%&-10.3% | 0.0%&-13.4% | -4.6&-17.3 | -2.9%&-4.7% | 4.4% | 2.5% | -5.1%
COc1cccc(NC(=O)CN(C)CC(=O)Nc2ccc(C)c(S(=O)(=O)N3CCOCC3)c2)c1 | x | 4.7% | -19.2 | x | x | 21.7%[11.6 µM] | x
COc1ccc(NC(=O)CN2C(=O)CCc3cc(S(=O)(=O)N4CCOCC4)ccc32)cc1Cl | 10.1% | 0.0% | 38.4 | -4.2% | x | x | x
O=C1NC(=O)C(=Cc2ccc(OCC(=O)N3CCOCC3)cc2)C(=O)N1 | -6.4% | u | -28.4 | -20.3% | -0.2% | 15.8% | -18.7%
O=C(c1nc2ccccn2c1CNCCCn1ncc2ccccc21)N1CCCC1 | -4.6% | -7.6% | -20.1 | u | -0.5% | 10.9% | 26.2%
O=C(C1COc2ccccc2O1)N(Cc1cccnc1)c1nc2ccc(F)cc2s1 (centres undefined) | 3.9% | -3.5% | 125.8 | 7.9% | x | x | x
Cc1ccc(C(=O)CCC(=O)Nc2ccc(C)cc2C)cc1 | -8.5% | -5.5% | -7.6 | 59.3%[activator] | x | x | x
COc1ccc(S(=O)(=O)NC(C)C(=O)NCc2ccccn2)cc1OC (centres undefined) | 5.3% | -10.4% | 1.3 | -9.1% | -2.3% | 53.8%[activator] | -5.1%
CCCc1nc2nc(C)c(NS(=O)(=O)c3ccc(Cl)cc3)c(=O)n2[nH]1 | -11.3% | 2.3% | -11.6 | 2.0% | 7.5% | -1.3% | -42.1%
O=C1N=C(N2CCOCC2)S/C1=C1\C(=O)N(Cc2ccccc2)c2ccccc21 | -12.3% | 0.1% | 65.5 | 0.0% | 0.4% | -0.6% | -9.6%
Cc1ccc(C(=O)NCC(C)NC(=O)c2ccc(C)c(C)c2)cc1C (centres undefined) | x | 0.6% | 56.5 | x | x | -14.6% | x
CN(Cc1ccccc1)C(=O)CN1C(=O)NC2(CCCCCCC2)C1=O | 5.9% | -4.6% | -5.8 | 7.8% | x | -4.2% | 21.9%
Cc1ccc(S(=O)(=O)NC2CC3CCC2C3)cc1 (centres undefined) | x | -12.7% | -16.2 | x | x | 8.4% | x
CCNC(=O)COC(=O)c1sccc1C | 2.5% | 3.6% | 15.7 | -1.2% | -0.7% | -11.2% | -1.2%
CN(C)c1ccc(NC(=O)CN2CCN(c3ccc(F)cc3)CC2)cc1 | -5.1% | -1.7% | 20.6 | 2.6% | -2.0% | -16.3% | 22.1%
CCc1ccc(N(C(=O)CCC(=O)Nc2cc(C)on2)C(C(=O)NC2CCCC2)c2ccco2)cc1 (centres undefined) | -5.8% | 0.1% | -3.8 | -16.2% | 0.3% | 0.5% | 6.0%
CCOC(=O)C1=C(C)NC(=O)NC1c1ccc(OCC(N)=O)cc1 (centres undefined) | u | 8.8% | -32.2 | -1.5% | 0.1% | 15.6% | -9.7%
COc1ccc(C2CC(=O)c3cnc4c(-c5ccccc5)c(C)nn4c3C2)c(OC)c1 (centres undefined) | -3.0% | -3.4% | -4.5 | 12.8% | x | x | x
Cc1cccc(-n2nnnc2SC(C)C(=O)NCCC2=CCCCC2)c1 (centres undefined) | -10.1% | 0.6% | -5.2 | -25.8% | 1.7% | -16.0% | -1.5%
O=C(Cn1c(=O)n(-c2ccc(F)cc2)c(=O)c2sccc21)NC1CCCCC1 | -9.6% | -1.8% | 28.3 | -0.7% | -2.6% | 6.0% | -17.1%
COc1ccccc1NS(=O)(=O)c1ccc(NC(=O)c2ccncc2)cc1 | -6.8% | -6.5% | -22.0 | -0.2% | -1.0% | -4.3% | -39.6%
O=C(NCCCO)/C(=C\c1ccco1)NC(=O)c1ccc(Br)o1 | u | 4.4% | -9.6 | u | 1.4% | -2.4%[11.6 µM] | -7.0%
N=c1ncn(C2OC(CO)C(O)C2O)c2nc(Br)[nH]c12 (centres undefined) | x | -1.1% | 15.4 | x | x | -0.7% | x
CCOC(=O)N1CCN(Cc2nc3cc(NC(=O)c4ccc(F)cc4)ccc3n2C(C)C)CC1 | 0.5% | -0.7% | -84.7* | -3.1% | x | x | x
Cc1c(Cl)ccc2sc(NC(=O)c3ccc(S(=O)(=O)N4CCCC4)cc3)nc12 | 14.6% | -2.1% | 22.4 | 5.8% | x | x | x
Oc1ccccc1-c1cnc2cccnn12 | x | 1.3% | -22.3 | x | x | -1.6% | x
Cc1ccc(O)c(C(=O)c2cnc3c(c2)c(=O)n(C)c(=O)n3C)c1 | -11.9% | 2.9% | -15.7 | 5.6% | 0.4% | -4.4% | 1.5%
CC(C)CC(=O)Nc1cccc(-c2nc3ncccc3o2)c1 | -0.7% | -5.4% | -16.6 | 10.3% | 3.5% | 15.1% | -7.9%
CCOC(=O)C1CCCN(C(=O)CSCc2ccccc2)C1 (centres undefined) | -0.9% | -3.4% | 7.5 | 27.3% | 7.3% | 14.1% | 7.6%
CCc1cccc(NS(=O)(=O)c2ccc3c(c2)n(C)c(=O)c(=O)n3C)c1 | -1.4% | 1.2% | -31.5 | 2.8% | x | x | x
C=CCNC(=O)N1CCc2[nH]c3ccc(F)cc3c2C1 | 0.1% | 2.6% | -12.5 | -22.1% | -8.8% | -9.2% | -17.4%
CS(=O)(=O)N(CC(=O)NCC1CCCO1)c1ccc(F)c(Cl)c1 (centres undefined) | -11.4% | -1.9% | -60.4* | 5.7% | -2.0% | 0.0% | -10.5%
O=C(CSc1nnc(-c2cccs2)n1-c1ccccc1)N1CCCC1 | 2.1% | -6.3% | -19.0 | 20.7% | 0.0% | -2.0% | 26.5%
Cc1cc(Nc2cccc(Cl)c2)nc(-c2ccccc2O)n1 | 11.8% | -26.5% | 3.8 | -1.5% | 5.7% | -11.2% | -36.5%
C=CCn1c(SC(C)C(=O)c2c(N)n(C)c(=O)n(C)c2=O)nnc1-c1ccoc1C (centres undefined) | -5.1% | 0.0% | -15.1 | 1.3% | x | -5.5% | -33.6%
Cc1ccc(C23CC4CC(CC(C(=O)NC(C)C(N)=O)(C4)C2)C3)cc1 (centres undefined) | -3.5% | -8.7% | u | -10.9% | 5.8% | 5.7% | 2.2%

Brought forward from above: three entries; new compounds follow.
SMILES | AmpC inh detg | Tb PYK inh | HCMV antiviral | Sm TGR inh | LmPK inh | AMA1 RON2 block | AmpC inh no detg
Cc1cc(Nc2cccc(Cl)c2)nc(-c2ccccc2O)n1 | 11.8% | -26.5% | 3.8 | -1.5% | 5.7% | -11.2% | -36.5%
C=CCn1c(SC(C)C(=O)c2c(N)n(C)c(=O)n(C)c2=O)nnc1-c1ccoc1C (centres undefined) | -5.1% | 0.0% | -15.1 | 1.3% | x | -5.5% | -33.6%
Cc1ccc(C23CC4CC(CC(C(=O)NC(C)C(N)=O)(C4)C2)C3)cc1 (centres undefined) | -3.5% | -8.7% | u | -10.9% | 5.8% | 5.7% | 2.2%
O=C(CCN1C(=O)/C(=C/c2ccco2)SC1=S)Nc1ccc(O)cc1C(=O)O | u | -4.6% | -22.7 | u | 8.8% | u | -31.4%
O=C(NCCCn1ccnc1)C1CCN(S(=O)(=O)c2cc([N+](=O)[O-])ccc2Cl)CC1 | x | -1.7% | u | x | x | 7.3% | -0.4%
COc1ccc(C2CC(C(F)(F)F)n3nc(C(=O)NCc4cn(C)nc4C)c(Cl)c3N2)cc1 (centres undefined) | -3.2% | -5.7% | -72.0* | 7.9% | 8.0% | 10.0% | 110.3%[activator]
CC(C)C(=O)Nc1ccc(N2CCN(C(=O)c3cccs3)CC2)cc1 | u | 1.1% | 96.9 | -15.8% | 0.9% | -1.3% | -13.5%
CCOC(=O)c1ccc(CNCc2ccccc2)cc1 | -6.8% | -6.7% | -27.1 | -5.8% | 0.5% | 2.1% | -15.1%
Cc1ccc(C(=O)Nc2nc3ccccc3c(=O)s2)cc1 | u | 0.5% | -23.4 | 0.0% | -3.0% | -2.3% | -2.4%
COc1cc(N=C2C(=O)N3c4c(cccc42)C(C)=CC3(C)C)cc(OC)c1 | 5.8% | 16.6% | -8.1 | -0.2% | -2.0% | -6.9% | -8.1%
COc1cc(OC)cc(-c2nnc(SCc3c(F)cccc3Cl)o2)c1 | -13.8% | -10.8% | u | -12.9% | 2.2% | 7.5% | 7.4%
O=C(O)c1ccc(S(=O)(=O)c2ccc([N+](=O)[O-])cc2[N+](=O)[O-])cc1 | u | 1.8% | -22.1 | 0.1µM* | 0.9% | 0.0% | -27.9%
Cc1ccc(OCCSc2nc3ccc(NC(=O)c4ccco4)cc3s2)cc1 | 22.1% | 2.2% | -24.2 | -3.0% | x | x | x
CN(CCOC(=O)c1ccc2c(c1)OCO2)C(C)(C)C | 2.7% | 2.3% | -36.6 | -0.3% | 1.0% | 2.3% | -8.4%
Cc1cc(Cl)cc(C)c1OCC(=O)N1CCN(c2ncccn2)CC1 | u | 5.2% | 21.0 | 3.7% | x | -6.8% | -18.9%
Cc1ccc(/C=C/C(=O)O)cc1S(=O)(=O)NCC1CCCO1 (centres undefined) | -0.6% | -0.6% | u | -32.3% | 0.6% | 18.2% | -2.9%
Cc1cc(C)c(NC(=O)CNC(=O)c2ccccc2SCC(=O)N2CCCC2)c(C)c1 | -13.6% | 0.2% | 1.3 | 8.5% | x | -1.3% | -2.3%
